iPSC survival up: enhancers of single-cell hiPSC survival, primary screen, ATPlite luminescence; 100% = ROCK inhibitor wells, 0% = DMSO; survival enhancement, % at 20 µM; 0.044% of 360,000 active; in the data active means survival enhancement above about 18%;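 further: cells exposed to compounds for 16 hours before the ATP read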
NR2E3 ag-1: NR2E3 agonists in two-hybrid cells, primary screen, cell-based, luminescence, CHO-S, Gal4-NCOR/VP16-NR2E3; Photoreceptor-specific nuclear receptor (Homo sapiens), Q9Y5X4; luciferase; inhibition of corepressor binding, % at 3.98 µM; 0.35% of 360,000 active; AID 602229, 2012;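 active means inhibition above the mean of all tested compounds plus 3 SD, cut at about 70% in these data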;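 further: 0% = DMSO with NR2E3 transfected cells and 100% = cells lacking NR2E3 construct; higher means lower luciferase signal from less NR2E3 corepressor binding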
Target sequence (Q9Y5X4 whole entry, looked up, the tested form may be a part): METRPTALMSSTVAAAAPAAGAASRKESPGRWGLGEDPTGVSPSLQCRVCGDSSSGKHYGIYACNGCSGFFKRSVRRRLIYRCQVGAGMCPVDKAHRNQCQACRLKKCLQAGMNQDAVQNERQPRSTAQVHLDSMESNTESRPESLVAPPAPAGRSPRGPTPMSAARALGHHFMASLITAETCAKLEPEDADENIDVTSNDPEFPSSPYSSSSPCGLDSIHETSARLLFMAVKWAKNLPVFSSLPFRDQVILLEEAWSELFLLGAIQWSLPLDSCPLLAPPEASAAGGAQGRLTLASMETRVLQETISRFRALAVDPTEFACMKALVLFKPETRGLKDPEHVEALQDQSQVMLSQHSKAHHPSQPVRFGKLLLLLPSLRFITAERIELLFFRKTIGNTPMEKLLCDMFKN
Peg3 promoter: Peg3 promoter-driven luciferase inhibitors, primary screen, cell-based, HeLa, luciferase luminescence; HeLa PEG-Prom luciferase reporter, overnight; inhibition, % at 20 µM; 1.7% of 360,000 active;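 active means inhibition of at least 50% at 20 µM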
NR2E3 ag-2: inhibitors of NR2E3-RetCOR corepressor binding, primary screen, NR2E3 agonist project, biochemical, TR-FRET, GST-NR2E3, biotin-RetCOR. Photoreceptor-specific nuclear receptor (Homo sapiens), Q9Y5X4. 1536-well. inhibition of corepressor binding, % at 4.78 µM. 0.12% of 320,000 active. AID 2300, 2010;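 active means percent inhibition above the cutoff of mean plus 3 SD of all tested compounds, set per screening campaign, cut at about 20% in these data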;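 further: 0% = DMSO wells and 100% = biotin wells as full block of FRET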
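System: GST-tagged NR2E3 plus biotinylated RetCOR corepressor; Amount: 1.35 nM GST-tagged NR2E3 final; Dosing: single nominal compound dose of 4.8 µM; Schedule: 5 h incubation at 4 °C; Technique: TR-FRET with europium anti-GST and streptavidin-D2, 340 nm excitation; Controls: biotin wells as high control, 0.6% DMSO wells as low control.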
MITF TRPM1 inh: inhibitors of MITF-dependent TRPM1 promoter reporter, primary screen, cell-based, SK-MEL-5, single point, luciferase | 0.83% of 330,000 active | inhibition, % at 12.5 µM | AID 488899, 2010 | SK-MEL-5 TRPM1 promoter luciferase, 24 h;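 active means mean inhibition across replicates of 60% or more, whatever share of single replicates reaches that level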; further: values of inactives mirror those of a sister screen read the other way
aDG glyco act: activators of alpha-DG glycosylation, primary screen, uHTS, Pro5-aDG cells, AlphaScreen | activation, % at 10 µM | 0.22% of 360,000 active | alpha-DG glycosylation AlphaScreen (IIH6); 0% Pro5, 100% B10-LARGE cell signal;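 active means activation of at least 8% versus controls, or a plate z-score of at least 8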;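 further: Pro5 are CHO cells carrying HIG-tagged alpha-DG that lacks glycosylation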
KKLEB tox: cytotoxicity in KKLEB CF airway cells, primary screen, cytotoxicity control for CF NF-kB inhibitor project, cell-based, uHTS, fluorescence assay plates; KKLEB CF airway cells viability, ATPlite luminescence, overnight; hits give low values; cells stimulated with P. aeruginosa culture filtrate; activity change (cytotoxicity), % at 5 µM; 0.36% of 360,000 active;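 active means corrected activity change at or below -50% at 5 µM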
CF NFkB inh: inhibitors of PAF-induced NF-kB signaling, primary screen, cell-based, GFP fluorescence, uHTS. KKLEB NF-kB-GFP reporter, GFP fluorescence overnight. inhibition, % at 5 µM. 0.86% of 360,000 active;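 active means at least 50% inhibition at 5 µM, scaled per plate between neutral and stimulator controls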;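 further: PAF is a Pseudomonas aeruginosa culture filtrate used as stimulus; plate controls were PAF-stimulated DMSO wells for no effect and unstimulated DMSO wells for full effect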
Shn3 3UTR inh: reduction of Shn3 3'UTR firefly luciferase signal, primary screen, Schnurri-3 inhibitor project, cell-based, Clone20 osteoblasts, set 2; Clone20 osteoblast Shn3 3'UTR firefly luciferase, 24 h; inhibition, % at 12.5 µM; 0.52% of 360,000 active; AID 588674, 2011;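 active means mean inhibition of at least 75% with every replicate also reaching 75%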;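 further: 0% = median of neutral control wells and 100% = pilot-screen positive control compound; some compounds past the cut are filed as inactive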
HIF-2a block: HIF-2a reporter inhibitors, primary screen, luminescence, 786-0 RCC cells; 786-0 RCC cells HIF-2a reporter, luciferase luminescence, overnight; inhibition, % at 18.8 µM; 0.72% of 360,000 active; AID 624352, 2012;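 active means inhibition of the luminescence signal of 40% or more relative to plate controls, in a single-dose primary screen at 18.75 µM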
TWEAK-Fn14 inh: inhibitors of TWEAK-Fn14 signaling, primary screen, luciferase reporter cells, uHTS | TWEAK-stimulated Fn14 reporter cells, luciferase luminescence, 8 h | inhibition, % at 10 µM | 2% of 360,000 active | AID 1159606, 2016; in the data active means inhibition above about 50%
* marks the source's active call; other numbers are inactive results.

Results for Cc1ccc(N(CC(=O)Nc2ccccc2C(=O)N2CCOCC2)S(C)(=O)=O)cc1 ?
iPSC survival up: -1.0; NR2E3 ag-1: -35; Peg3 promoter: 11; NR2E3 ag-2: 3; MITF TRPM1 inh: -1; aDG glyco act: 0.2; KKLEB tox: 1; CF NFkB inh: 3; Shn3 3UTR inh: -1; HIF-2a block: 4; TWEAK-Fn14 inh: -9

What do the screens show for `COc1ccc(CCNC(=O)CSCc2ccc(Cl)cc2)cc1OC`?
iPSC survival up: 0.1; NR2E3 ag-1: -22; Peg3 promoter: 23; NR2E3 ag-2: 0; MITF TRPM1 inh: -2; aDG glyco act: 0.1; KKLEB tox: 15; CF NFkB inh: -16; Shn3 3UTR inh: 26; HIF-2a block: 19; TWEAK-Fn14 inh: -16

How did COc1cc(NC(=O)COC(=O)c2cnc(C)cn2)c(C)cc1[N+](=O)[O-] do in these assays?
iPSC survival up: -2.0; NR2E3 ag-1: 1; Peg3 promoter: -5; NR2E3 ag-2: 2; MITF TRPM1 inh: -15; aDG glyco act: -0.2; KKLEB tox: 0; CF NFkB inh: -4; Shn3 3UTR inh: 4; HIF-2a block: 23; TWEAK-Fn14 inh: -3

How did CCCCCOc1ccc(C(=O)CCN2CCOCC2)cc1 do in these assays?
iPSC survival up: -0.6; NR2E3 ag-1: -14; Peg3 promoter: -18; NR2E3 ag-2: 3; MITF TRPM1 inh: -19; aDG glyco act: 0.4; KKLEB tox: -10; CF NFkB inh: -6; Shn3 3UTR inh: -20; HIF-2a block: -121; TWEAK-Fn14 inh: -30

How did CCN(CC(=O)NCc1ccc(Cl)cc1)C(=O)/C=C/c1cccs1 do in these assays?
iPSC survival up: -0.8; NR2E3 ag-1: 3; Peg3 promoter: 13; NR2E3 ag-2: -1; MITF TRPM1 inh: 5; aDG glyco act: -0.1; KKLEB tox: 5; CF NFkB inh: -3; Shn3 3UTR inh: 13; HIF-2a block: 12; TWEAK-Fn14 inh: -6

What do the screens show for `CCCCN=Cc1sc2ccc(OCC)cc2c1O`?
iPSC survival up: -1.8; NR2E3 ag-1: -72; Peg3 promoter: -114; NR2E3 ag-2: -2; MITF TRPM1 inh: -45; aDG glyco act: -0.1; KKLEB tox: 4; CF NFkB inh: 3; Shn3 3UTR inh: -38; HIF-2a block: -111; TWEAK-Fn14 inh: -11

How did Cc1ccc(S(=O)(=O)N2[C@@H](c3ccc(Br)cc3)C(C(=O)O)=CC[C@H]2c2ccc(Cl)c(Cl)c2)cc1 do in these assays?
iPSC survival up: -0.5; NR2E3 ag-1: 76*; Peg3 promoter: 11; MITF TRPM1 inh: -7; aDG glyco act: -0.1; KKLEB tox: 8; CF NFkB inh: 20; Shn3 3UTR inh: 21; HIF-2a block: 11; TWEAK-Fn14 inh: 37

What do the screens show for `CC(C)c1nc2c(c(=O)n(C)c(=O)n2C)n1C`?
iPSC survival up: -0.5; NR2E3 ag-1: -15; Peg3 promoter: -8; NR2E3 ag-2: 2; MITF TRPM1 inh: 3; aDG glyco act: 0.1; KKLEB tox: -1; CF NFkB inh: 12; Shn3 3UTR inh: -16; HIF-2a block: 8; TWEAK-Fn14 inh: 23

Results for O=C(Cc1cccc(NC(=O)C2CCCN(C(=O)C3CC3)C2)c1)Nc1cccc(C(=O)N2CCOCC2)c1 (stereo not drawn) ?
iPSC survival up: 1.7; NR2E3 ag-1: -16; Peg3 promoter: -20; MITF TRPM1 inh: 1; aDG glyco act: 2.0; KKLEB tox: 12; CF NFkB inh: -14; Shn3 3UTR inh: 6; HIF-2a block: 14; TWEAK-Fn14 inh: 0

What do the screens show for `CCOC(=O)c1[nH]ncc1CN1CCC(Cc2ccccc2)(C(=O)OCC)CC1`?
iPSC survival up: 0.8; NR2E3 ag-1: 17; Peg3 promoter: 12; NR2E3 ag-2: 2; MITF TRPM1 inh: -12; aDG glyco act: -0.1; KKLEB tox: 1; CF NFkB inh: -31; Shn3 3UTR inh: 7; HIF-2a block: 5; TWEAK-Fn14 inh: -3

Results for S=C(Nc1ccccc1)N1CCN(c2ccc(N3CCOCC3)nn2)CC1 ?
iPSC survival up: -2.8; NR2E3 ag-1: -9; Peg3 promoter: -3; NR2E3 ag-2: -1; MITF TRPM1 inh: -9; aDG glyco act: -0.2; KKLEB tox: -4; CF NFkB inh: 6; Shn3 3UTR inh: 11; HIF-2a block: 14; TWEAK-Fn14 inh: 6

What do the screens show for `O=C(NC1CC1)c1cc2c(F)cccc2s1`?
iPSC survival up: -1.4; NR2E3 ag-1: 0; Peg3 promoter: -59; NR2E3 ag-2: 2; MITF TRPM1 inh: -5; aDG glyco act: 0.1; KKLEB tox: -1; CF NFkB inh: 7; Shn3 3UTR inh: -11; HIF-2a block: -104; TWEAK-Fn14 inh: 7

What do the screens show for `c1ccc(CSCc2cn3ccsc3n2)cc1`?
iPSC survival up: -2.0; NR2E3 ag-1: -78; Peg3 promoter: -229; NR2E3 ag-2: 1; MITF TRPM1 inh: -89; aDG glyco act: 0.1; KKLEB tox: -5; CF NFkB inh: -1; Shn3 3UTR inh: -58; HIF-2a block: -233; TWEAK-Fn14 inh: -32

Results for O=C(c1ccc(-c2ccccc2)cc1)N1CCN(C(=O)c2ccco2)CC1 ?
iPSC survival up: 4.1; NR2E3 ag-1: -12; Peg3 promoter: 25; NR2E3 ag-2: -2; MITF TRPM1 inh: 4; aDG glyco act: -0.3; KKLEB tox: -10; CF NFkB inh: -1; Shn3 3UTR inh: 9; HIF-2a block: 22; TWEAK-Fn14 inh: 3

What do the screens show for `COc1ccc(/C=C2\C(=N)N3N=C(CC(=O)N4CCCCC4)SC3=NC2=O)cc1`?
iPSC survival up: 1.4; NR2E3 ag-1: -14; Peg3 promoter: -1; NR2E3 ag-2: -3; MITF TRPM1 inh: 0; aDG glyco act: 0.0; KKLEB tox: 5; CF NFkB inh: -21; Shn3 3UTR inh: -22; HIF-2a block: 8; TWEAK-Fn14 inh: 1

Results for CCCCNS(=O)(=O)c1cccc(NC(=O)[C@H]2C[C@H](O)[C@@H](CO)O2)c1 ?
iPSC survival up: 3.5; NR2E3 ag-1: -9; Peg3 promoter: 7; aDG glyco act: -0.3; KKLEB tox: -6; CF NFkB inh: 18; Shn3 3UTR inh: 8; HIF-2a block: 16; TWEAK-Fn14 inh: -20

What do the screens show for `COc1ccc(NC(=O)CS(=O)CC(=O)Nc2cc(Cl)ccc2OC)cc1` (stereo not drawn)?
iPSC survival up: 1.9; NR2E3 ag-1: 13; Peg3 promoter: 17; NR2E3 ag-2: 1; MITF TRPM1 inh: 9; aDG glyco act: 0.3; KKLEB tox: 0; CF NFkB inh: -1; Shn3 3UTR inh: -5; HIF-2a block: 22; TWEAK-Fn14 inh: -4

What do the screens show for `CCCC(=O)Nc1ccc(C(=O)/C=C/c2ccc(SC)cc2)cc1`?
iPSC survival up: -1.1; NR2E3 ag-1: -4; Peg3 promoter: -29; NR2E3 ag-2: 3; MITF TRPM1 inh: 8; aDG glyco act: 0.1; KKLEB tox: 7; CF NFkB inh: 2; Shn3 3UTR inh: -15; HIF-2a block: -101; TWEAK-Fn14 inh: 4

How did Cc1ccc(NC(=O)CC2C(=O)NC3CCCCC3N2C(=O)c2ccc(F)cc2)cc1C (stereo not drawn) do in these assays?
iPSC survival up: 5.9; NR2E3 ag-1: -2; Peg3 promoter: 10; NR2E3 ag-2: -4; MITF TRPM1 inh: 9; aDG glyco act: 0.1; KKLEB tox: 9; CF NFkB inh: -8; Shn3 3UTR inh: 11; HIF-2a block: 10; TWEAK-Fn14 inh: -9

What do the screens show for `COc1cccc(CN2CCNC(=O)C2CC(=O)NCc2cn3ccc(C)cc3n2)c1OC` (stereo not drawn)?
iPSC survival up: -0.3; NR2E3 ag-1: 15; Peg3 promoter: 4; NR2E3 ag-2: 1; MITF TRPM1 inh: 5; aDG glyco act: -0.1; KKLEB tox: -4; CF NFkB inh: 11; Shn3 3UTR inh: -5; HIF-2a block: 11; TWEAK-Fn14 inh: -7

What do the screens show for `CCNC(=S)NNc1nncc2ccccc12`?
iPSC survival up: -0.8; NR2E3 ag-1: 2; Peg3 promoter: -11; NR2E3 ag-2: -3; MITF TRPM1 inh: -6; aDG glyco act: 0.8; KKLEB tox: 17; CF NFkB inh: 8; Shn3 3UTR inh: -2; HIF-2a block: -21; TWEAK-Fn14 inh: -16

Results for CCOc1ccc(NC(=S)N2CCCN(Cc3cccc(Cl)c3)C2)cc1 ?
iPSC survival up: -0.4; NR2E3 ag-1: -1; Peg3 promoter: 4; NR2E3 ag-2: 0; MITF TRPM1 inh: 3; aDG glyco act: 0.3; KKLEB tox: 4; CF NFkB inh: -18; Shn3 3UTR inh: 5; HIF-2a block: 6; TWEAK-Fn14 inh: -3

What do the screens show for `COc1cc(C(=O)N2CCSCC2)ccc1OC1CCN(C(C)=O)CC1`?
iPSC survival up: -0.2; NR2E3 ag-1: 9; Peg3 promoter: 5; NR2E3 ag-2: 2; MITF TRPM1 inh: -5; aDG glyco act: -0.2; KKLEB tox: -13; CF NFkB inh: -13; Shn3 3UTR inh: 4; HIF-2a block: 24; TWEAK-Fn14 inh: 20

What do the screens show for `CS(=O)(=O)N1CCCC(C(=O)NCCN2CCC(Cc3ccccc3)CC2)C1` (stereo not drawn)?
iPSC survival up: 1.9; NR2E3 ag-1: -17; Peg3 promoter: 1; NR2E3 ag-2: -1; MITF TRPM1 inh: 3; aDG glyco act: 0.0; KKLEB tox: -3; CF NFkB inh: -26; Shn3 3UTR inh: -45; HIF-2a block: 16; TWEAK-Fn14 inh: -2

High-throughput results deposited in PubChem by several laboratories.
